# Screening data (PubChem)
# mHTT CaM bind: disrupts binding of mutant huntingtin to calmodulin | inhibition, % at 15 µM | AlphaScreen His-mHTT/GST-CaM binding, luminescence | P42858 | 3.6% of 190,000 active;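 further: 0% = both proteins with DMSO and 100% = one protein alone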
# Pf apPOL block: Pf-apPOL DNA polymerase inhibition. Recombinant Pf-apPOL, molecular beacon fluorescence, 1.5 h. inhibition, % at 10 µM. 0.25% of 210,000 active. AID 1794808
# * hit, by the source's call; x = no result given; & = joins results of further samples. No stated cut-off is given here; in the data, active means inhibition above about 50%; inactive means the rest.
# Under each structure: mHTT CaM bind, Pf apPOL block
CCc1ccccc1NC(=O)C1CCc2nc(N3CCOCC3)ncc2C1 (stereo not given)
 : -6, -2
CCC(=O)NC(c1cccs1)c1cc([N+](=O)[O-])c2cccnc2c1O (stereo not given)
 : 100*, -5
Cc1nc(C(=O)N2CCCCC2)c(C)n1C1CCN(C)CC1
 : 4, 1
Nc1ccc(-c2cc(C(=O)O)c3ccccc3n2)cc1
 : 4, 1
CCOC(=O)CNC(=O)c1cc([N+](=O)[O-])ccc1Oc1ccc(OC)cc1
 : x, -6
COc1ccc(Nc2ncc3c(n2)CCN(Cc2ccc(OC)c(OC)c2)C3)c(OC)c1
 : 8, -8
CS(=O)(=O)N1CCCc2cc(NC(=O)c3ccc([N+](=O)[O-])cc3Cl)ccc21
 : -2, -4
CC1(c2ccccc2)CC(O)CC(c2ccccc2)N1 (stereo not given)
 : -5&-1, -12&3
Cc1c(Cl)c([N+](=O)[O-])nn1CCCC(=O)Nc1ccccc1C(F)(F)F
 : -1, -5
CCC(C)(C)C(=O)N1CCC(CCOc2ccc(F)cc2)CC1
 : -20, -3
Cc1ccc(C23CC4CC(CC(NC(=O)NC(C)(C)CO)(C4)C2)C3)cc1
 : 8, 3
Cc1ccc(-n2cc(C3CCN(C(=O)c4ccc(Br)o4)CC3)cn2)cc1
 : 16, -6
CCn1ccc2oc(C)c(C(=O)NCc3cc(C)ccc3C)c2c1=O
 : 4, -2
CCCc1cc2c(=O)c(-c3ccc(C(=O)OCC)o3)c(C(=O)OCC)oc2cc1OC(C)=O
 : 4, -1
Cc1ccc(-c2csc(NC(=O)c3ccc(Br)o3)n2)c(C)c1
 : 0, 0
COc1ccc(/C=C2\C=C(c3ccccc3)N(c3ccccc3O)C2=O)cc1
 : 76*, 3
COc1ccc([N+](=O)[O-])cc1N=Cc1ccc(N(C)C)cc1
 : 1, 1
O=C(Nc1ccc(-n2nc(C(F)(F)F)cc2-c2cccs2)cc1)c1ccc(-c2ccccn2)s1
 : x, 26
CCOC(=O)N1CCN(C(=O)CN(c2ccc(OC)c(Cl)c2)S(C)(=O)=O)CC1
 : -1, -6
O=C(NCc1ccccc1Cl)C1CCN(c2nccn3nc(-c4ccccc4)cc23)CC1
 : 2, 1
Cc1nc2cc(NC(=O)CCC3NC(=O)c4ccccc4NC3=O)ccc2s1 (stereo not given)
 : -7, -15
O=C(CSc1ccc(Cl)cc1)NC1CCCC1
 : 0, -7
N#Cc1cc2c(=O)n3ccccc3nc2n(C2CCCC2)c1=N
 : -7, -8
O=C(NCc1cccs1)c1nn2c(C(F)(F)F)cc(-c3ccco3)nc2c1Cl
 : 4, -14
Cc1cccc(C)c1NC(=O)c1ccc(C(=O)Nc2c(C)cccc2C)nc1
 : 1, -1
O=C(NCCc1ccncc1)c1ccc([N+](=O)[O-])cc1
 : x, -16
O=C(Nc1ccccc1N1CCOCC1)c1cccc(Cl)c1Cl
 : -10, 0
COc1ccc(C2C(=C(O)c3ccccc3)C(=O)C(=O)N2CCCC(=O)O)c(OC)c1 (stereo not given)
 : -6, -8
COC(CNC(=O)CCS(=O)(=O)Cc1ccccc1Cl)OC
 : 2, -8
CCOc1ccccc1C(=O)Nc1cc(-c2cn3cccnc3n2)ccc1C
 : 10, -1
CN1CCN(c2ccc(/C=C3\Sc4ccccc4C3=O)cc2[N+](=O)[O-])CC1
 : 72*, 2
O=C(O)COc1c(Br)cc(/C=C2\NC(=O)NC2=O)cc1Br
 : 15, 1
CN1CC=C2C(C#N)=C(N)C(C#N)(C#N)C(c3ccc(Br)cc3)C2C1 (stereo not given)
 : 16, -2
Cc1noc(-c2nn(C)c3c2CN(C(=O)NC(C)C)CC3)n1
 : -8, -6
O=c1c2ccccc2nc2n1CCS2(=O)=O
 : x, 0
CC(=O)c1ccc(NC(=O)c2cc3ccccc3o2)cc1
 : 0, -1
Fc1ccccc1-c1nnc(-c2ccccc2Cl)o1
 : -5, -1
CCCCOc1ccc(S(=O)(=O)NCc2ccc3c(c2)OCO3)cc1
 : -1, -18
Cc1ccc(-c2nc(C(=O)NCc3ccc(F)cc3)cs2)n1C
 : 85*, -5
CCOc1ccc(NC(=O)CN2CCN(CC(=O)Nc3ccc4c(c3)OCO4)CC2)cc1
 : -3, 0
O=c1oc2ccccc2cc1-c1nc(-c2ccc(Br)cc2)cs1
 : 4, 1
O=C(c1ccc2c(c1)C1C=CCC1C(c1ccc([N+](=O)[O-])cc1)N2)N1CCCCCC1 (stereo not given)
 : 96*, -2
COc1ccc(NC(=O)C[C@H]2C(=O)N(Cc3ccccc3)C[C@@H]2CSC)cc1
 : 2, -9
Cn1c(CNC(=O)C2CCC2)nc2c1CN(C(=O)Cc1cccs1)CC2
 : 12, -1
COc1ccc(NC(=O)Cn2nc3c(cc2=O)CN(C(C)=O)CC3)cc1Cl
 : 5, -2

# Single records, as listed above. Screens in order: mHTT CaM bind | Pf apPOL block
# Record of CC(=O)c1ccc(NC(=O)c2cc3ccccc3o2)cc1 : 0 | -1
# Record of Fc1ccccc1-c1nnc(-c2ccccc2Cl)o1 : -5 | -1

# In the list so far, these have bromine.
# Under each structure: mHTT CaM bind, Pf apPOL block
Cc1ccc(-n2cc(C3CCN(C(=O)c4ccc(Br)o4)CC3)cn2)cc1
 : 16, -6
Cc1ccc(-c2csc(NC(=O)c3ccc(Br)o3)n2)c(C)c1
 : 0, 0
O=C(O)COc1c(Br)cc(/C=C2\NC(=O)NC2=O)cc1Br
 : 15, 1
CN1CC=C2C(C#N)=C(N)C(C#N)(C#N)C(c3ccc(Br)cc3)C2C1 (stereo not given)
 : 16, -2
O=c1oc2ccccc2cc1-c1nc(-c2ccc(Br)cc2)cs1
 : 4, 1

# Additional compounds.
# Under each structure: mHTT CaM bind, Pf apPOL block
Cc1cc(N2C=NS(=O)(=O)c3cccnc32)ccc1F
 : -9, -4
Cc1ccc(-c2cn3cccnc3n2)cc1NC(=O)C(C)(C)C
 : -19, -6
CC(CCc1ccccc1)NC(=O)c1ccc2c(c1)OCO2 (stereo not given)
 : -6, -10
Brc1ccccc1CN1CCSCC1
 : -3, 18
CCOc1ccc(N2CCN(CC(=O)NC(C)c3ccccc3)C2=O)cc1 (stereo not given)
 : -12, 0
N=c1oc2ccccc2cc1-c1nc(-c2cc3cc(Br)ccc3oc2=O)cs1
 : 1, 1
Cc1nn2c3ccccc3n(CC(=O)c3ccc([N+](=O)[O-])cc3)c2nc1=O
 : -5, 7
CC1(C)C(=O)C2(CCCCC2)C(=O)OC1c1ccccc1[N+](=O)[O-] (stereo not given)
 : 5, -3
COc1ccc(/C=c2\sc3nc(-c4ccc(Br)cc4)nn3c2=O)c(OC)c1
 : -1, 0
CC(=O)c1ccc(OCC(O)CN2CCN(C(c3ccccc3)c3ccccc3)CC2)cc1 (stereo not given)
 : x, -5
COc1cc2c(cc1OC)C1N(CC2)C(c2ccc(Cl)cc2Cl)=NN1c1ccc([N+](=O)[O-])cc1 (stereo not given)
 : x, -38
Cc1cc(=O)n2ncn(Cc3ccccc3)c2n1
 : -2, -2
N#Cc1cccc(C(=O)N2CCC(CCOCc3cccc(F)c3)CC2)c1
 : -4, -5
Cc1ccc2oc(-c3noc(CNC(=O)Cc4ccccc4)n3)c(C)c2c1
 : 1, -3
COc1ccc(CC(=O)Nc2ccc(C(=O)NCC(C)C)cc2)cc1
 : 5, -9

# New compounds follow.
Molecule	mHTT CaM bind	Pf apPOL block
COc1cc(C=Cc2ccncc2)ccc1OC(=O)c1ccc2c(c1)OCO2	-1	2
CN(C)S(=O)(=O)c1ccc(C(=O)Nc2ccc(I)cc2)cc1	-5	-2
COc1ccccc1Oc1cc(N2CCCC2)ncn1	-2	-5
Cc1nc(C(=O)Nc2cc(F)ccc2Cl)c(C)o1	-17	6
O=C(Nc1cccc(Cl)c1)N1CCN(Cc2ccccc2)CC1	-3	-3
c1ccc2c(c1)nnn2CCSCCn1nnc2ccccc21	1	5
COc1cccc(C2CC(C(F)(F)F)n3ncc(C(=O)NCc4ccc(F)cc4)c3N2)c1 (stereo not given)	64*	-7
COc1cc(-c2nnc(SC(=O)OCc3ccccc3)o2)cc(OC)c1OC	-5	0
Cc1ccc(NC(=O)C2CCCC2)c(C)c1	-4	-1
CN1C(=O)c2cc(NS(=O)(=O)c3ccc4c(c3)OCCO4)ccc2Oc2ccccc21	-8	-10
CC(C)(C)NS(=O)(=O)c1ccc2nc(-c3ccccc3)[nH]c2c1	2	1
CCC1Oc2ccccc2N(CC(=O)NCCc2ccc(OC)c(OC)c2)C1=O (stereo not given)	-6	-11
c1cncc(-c2nc3cc(Cc4ccc5oc(-c6cccnc6)nc5c4)ccc3o2)c1	3	-4
Cc1cccc(N(CC(=O)NCc2ccncc2)S(=O)(=O)c2ccccc2)c1C	0	-1
COCCCNC(=O)N1CCC(N2CCN(Cc3cccc(C)c3)C2=O)CC1	5	2
CC(Sc1ccc(Cl)cc1)C(=O)Nc1ccccc1C(=O)N1CCCC1 (stereo not given)	-3	3
COc1ccc(/C=C(\C#N)c2nc(-c3ccc(OC)cc3)cs2)cc1	-32	7
Cc1ccc(C(=O)Nc2cccc(NC(=O)c3ccc(C)c(C)c3)c2)cc1	-1	12
COc1cc(OC)cc(C(=O)NCc2cccnc2)c1	-1	-2
COc1ccc(C(=O)COC(=O)c2cc3cc(Br)cc(OC)c3oc2=O)cc1	5	-2
COc1ccc(Cl)cc1NS(=O)(=O)c1cc(Br)cc2c1N(C(C)=O)C(C)C2 (stereo not given)	3	-4
O=S(=O)(c1cc(F)cc(F)c1)N1CCC(c2noc(-c3ccc(Cl)cc3)n2)CC1	-2	-5
c1csc(-c2cncc(-c3nnc(-c4cccc5ccccc45)o3)c2)c1	x	4
Cc1cc(Oc2cccc3c2S(=O)(=O)N(C2CCCC2)CC(COCc2ccccc2)O3)cc(C)c1C (stereo not given)	-2	-7
CC(C)C(=O)N(C)CC1CC(c2ccc(F)cc2)=NO1 (stereo not given)	0	-3
O=C(c1ccco1)N1CCC(CCOc2ccc(F)cc2)CC1	0	-4
CCOc1ccccc1C1Oc2nc(SC)nnc2-c2ccccc2N1C(C)=O (stereo not given)	9	-7
O=C(O)c1cccc(NC(=O)c2cc3ccccc3o2)c1	5&7	19&-2
N#CC1=C(N)Oc2n[nH]c(-c3ccccn3)c2C1c1cccc(F)c1 (stereo not given)	15	4
CCOc1ccc(-c2nc3s/c(=C\c4ccc(C)o4)c(=O)n3n2)cc1	17	5

# Laid out differently: two of the compounds above.
> O=C(Nc1cccc(Cl)c1)N1CCN(Cc2ccccc2)CC1
  mHTT CaM bind: -3	Pf apPOL block: -3
> c1ccc2c(c1)nnn2CCSCCn1nnc2ccccc21
  mHTT CaM bind: 1	Pf apPOL block: 5

# More structures follow.
Molecule	mHTT CaM bind	Pf apPOL block
CC(=NCc1cccs1)c1c(C(F)(F)F)[nH]n(-c2nc3ccccc3s2)c1=O	-3	11
CC1CCN(c2nc(-c3cccs3)cc(C(F)(F)F)n2)CC1	-266	-2
CN1CCN(c2ccc(-c3cccc(NC(=O)c4cccs4)c3)nn2)CC1	-10	2
COc1ccc(C(=O)N2CCN(c3ccc(-c4nc(C)c(C)s4)cn3)CC2)cc1	2	5
O=C(Nc1ccc(N=Nc2ccccc2)cc1)c1ccc(Br)o1	26	0
CCOCCCNC(=O)C1(C)CCC(=O)N1c1ccc(OC)c(Cl)c1 (stereo not given)	1	-5
O=C(CSc1nc2ccccc2c(=O)[nH]1)NCc1ccco1	1	-2
CC(C)(C)C(=O)NC(N)=Nc1nc2ccccc2s1	-3	-6
Nc1ccc(-c2nc3ccc(-c4ccc5nc(-c6ccc(N)cc6)[nH]c5c4)cc3[nH]2)cc1	100*	-3
Cc1nc2c(ccc3[nH]c(C)nc32)[nH]1	7	x
Cc1ccc(C(=O)Nc2ccccc2C(=O)O)cc1	-5	-3
COc1ccc(-c2cn(Cc3ccc(C(=O)c4ccccc4)cc3)nn2)cc1	-8	-3
CC(=O)Oc1ccc(OC(C)=O)c2cc3c(OC(C)=O)ccc(OC(C)=O)c3cc12	x	27&40
CCC(=O)N1c2ccc(S(=O)(=O)NCCc3ccc(Cl)cc3)cc2CC1C (stereo not given)	17	2
Cc1ccc(C(O)=C2C(=O)C(=O)N(CCCN(C)C)C2c2cccnc2)cc1 (stereo not given)	-4	-12
Cc1ccc(C(=O)N2CCCC2C(=O)NC2CC2)cc1 (stereo not given)	-2	1
Cc1c(N2C(=O)C(C)SC23C(=O)Nc2ccccc23)c(=O)n(-c2ccccc2)n1C (stereo not given)	0&1	26
CSc1cccc(NC(=O)C(=O)NCc2ccncc2)c1	-1	2
Cc1ccc(-c2noc(C3CCCN3C(=O)Cc3ccccc3C)n2)cc1 (stereo not given)	42	-3
COc1ccc(C(=O)N2CCCC(c3nc(-c4ccc(F)cc4)no3)C2)cc1 (stereo not given)	1	-1
Cc1ccc(OCc2nnc(SCC(=O)Nc3nccs3)n2Cc2ccccc2)cc1C	1	-4
CCCCC(=O)N1CCc2c(c(C(=O)NCc3ccccc3)nn2C)C1	0	-9
O=C(NC1CCCCCC1)c1cccc(C2CCCN(C(=O)Nc3ccccc3)C2)c1 (stereo not given)	23	-6
Cc1nn(-c2ccc(F)cc2)c2nc(N3CCC(NC(=O)C4CCCCC4)CC3)sc12	-1	-2
O=C(c1ccco1)N1CCCC(c2nnc(-c3ccc4c(c3)OCO4)o2)C1 (stereo not given)	-6	-4
O=c1ccc2nccc3c4ccccc4n1c23	x	-13
CC1CCCCN1Cc1c(O)ccc2c1OC(=Cc1ccncc1)C2=O (stereo not given)	0	1
COc1ccccc1N1CCN(S(=O)(=O)C2CC2)CC1	-8	-8
Cc1nc([N+](=O)[O-])cn1CC(O)c1ccc(-c2ccccc2)cc1 (stereo not given)	x	-15
O=C(NCc1cccnc1)C1CN(C(=O)c2ccccc2F)CC1c1ccccc1 (stereo not given)	6	-6
CC(C)CNC(=O)C1CCN(c2ncccc2-c2nc(-c3cccc(F)c3)no2)CC1	-12	-5
O=C(c1ccccc1F)N1CCCC2(C1)NC(=O)N(Cc1ccccc1)C2=O (stereo not given)	1	-1
CCOc1ccc(-n2c(SCc3ccc(C)cc3)nc3c(c2=O)SCC3)cc1	-13	-1
